Wee1 degr inh – human Wee1 degradation inhibition, primary screen | P30291 | reporter increase, % at 5 µM | actives 1.2% (n = 220,000) | HeLa Luc-Wee1K328M stability, luciferase luminescence; 100% = proteasome inhibitor MG132 effect;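 active means activation above the mean of all tested compounds plus 3 SD, set per screening run, cut at about 8.8% in these data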;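 further: cells exposed to compound for 20 h before luminescence read; 0% = DMSO alone and 100% = MG132 at 30 µM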
Target sequence (P30291 whole entry K328M): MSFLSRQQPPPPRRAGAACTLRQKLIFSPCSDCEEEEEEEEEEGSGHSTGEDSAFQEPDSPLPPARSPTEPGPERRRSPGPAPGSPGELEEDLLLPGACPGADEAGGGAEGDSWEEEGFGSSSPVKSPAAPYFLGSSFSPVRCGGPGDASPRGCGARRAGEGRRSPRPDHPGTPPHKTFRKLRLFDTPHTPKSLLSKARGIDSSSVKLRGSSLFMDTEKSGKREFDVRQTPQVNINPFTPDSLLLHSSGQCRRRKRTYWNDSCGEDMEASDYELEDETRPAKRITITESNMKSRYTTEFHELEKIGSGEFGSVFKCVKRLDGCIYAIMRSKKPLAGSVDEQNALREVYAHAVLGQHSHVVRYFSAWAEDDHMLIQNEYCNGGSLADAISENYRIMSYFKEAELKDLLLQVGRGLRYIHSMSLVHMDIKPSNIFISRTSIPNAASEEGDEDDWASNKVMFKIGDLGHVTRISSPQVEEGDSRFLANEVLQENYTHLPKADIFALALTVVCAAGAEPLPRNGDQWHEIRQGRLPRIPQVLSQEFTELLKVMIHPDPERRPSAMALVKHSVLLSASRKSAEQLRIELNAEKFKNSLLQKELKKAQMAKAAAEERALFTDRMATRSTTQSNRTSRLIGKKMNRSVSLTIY
FXIa inh 1536 – factor XIa (human) inhibition | P03951 | purified FXIa, Boc-Glu-Ala-Arg-AMC fluorogenic substrate | inhibition, % at 5 µM | actives 0.14% (n = 220,000) | AID 798;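 active means inhibition of at least 40%; inactive means inhibition below 40%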;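 further: fluorescence of freed AMC excited at 355 nm; 0% = enzyme without compound and 100% = no enzyme blank; many of its hits are not listed in these tables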
hK5 inh – kallikrein 5 (human) inhibition | Q9Y337 | recombinant hK5, fluorogenic AMC substrate cleavage | inhibition, % at 5 µM | actives 0.59% (n = 210,000) | AID 873;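 active means inhibition of 40% or more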;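 further: 0% = enzyme controls without compound and 100% = no-enzyme blanks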
Target sequence (Q9Y337 67-293 limits assumed): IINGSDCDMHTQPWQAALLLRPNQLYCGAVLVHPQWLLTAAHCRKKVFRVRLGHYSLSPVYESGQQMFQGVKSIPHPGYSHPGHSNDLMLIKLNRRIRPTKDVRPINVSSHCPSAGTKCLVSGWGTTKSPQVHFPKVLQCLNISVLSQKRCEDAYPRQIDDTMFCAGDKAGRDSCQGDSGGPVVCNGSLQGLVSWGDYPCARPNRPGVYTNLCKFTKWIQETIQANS
eIF4E-4G inh – blocks eIF4E binding to eIF4G. AID 782. TR-FRET eIF4E-eIF4GI(517-606) binding, 2 h. inhibition, % at 21.7 µM. actives 0.37% (n = 220,000). P63073+Q04637;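 active means inhibition above about 30%, limit read from the data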;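 further: 0% = full FRET control wells and 100% = background wells lacking eIF4GI fragment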
FXIIa inh – inhibitors of human coagulation factor XIIa. actives 0.3% (n = 220,000). P00748. purified FXIIa, Boc-QGR-AMC fluorogenic substrate, 2 h. inhibition, % at 5 µM; in the data active means inhibition above about 40%;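 further: 0% = enzyme with no compound and 100% = blank without enzyme; many of its hits are not listed in these tables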
14-3-3 Bad inh – disrupts binding of bovine 14-3-3 zeta to phospho-Bad peptide. P63103. TR-FRET 14-3-3zeta/Dy647-pBad peptide displacement, 1 h. inhibition, % at 21.7 µM. actives 0.71% (n = 220,000);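 active means inhibition above about 70%, limit read from the data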;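 further: 0% = full 14-3-3 plus peptide FRET controls and 100% = background without 14-3-3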
Rad51 HR inh – Rad51 (human) homologous recombination inhibition; Q06609; hRad51 DNA strand exchange, fluorescence dequenching; inhibition, % at 10 µM; actives 0.085% (n = 200,000); AID 1385;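 active means inhibition above 40% at the single screening dose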;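 further: 0% = DMSO control wells and 100% = blanks with heterologous ssDNA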
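Test system: preformed human Rad51 ssDNA filaments; also added: Donor/quencher-labelled 47-bp dsDNA substrate; doses: 10 µM final, single point; times: 37 °C 15-min filament assembly, 30-min compound preincubation, 15-min exchange; detection: FRET fluorescence dequenching, excitation 485 nm, emission 520 nm; read-out basis: Fluorescence-based percent inhibition, control- and blank-normalised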
MDM2 E3 inh – blocks human Mdm2 ubiquitin ligase activity. cell-based MDM2 ubiquitination luciferase reporter, 2 h; 0 = plate control, 100 = twice control, blank-subtracted. actives 0.11% (n = 210,000). signal enhancement, % at 5 µM;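 active means signal enhancement of 30% or more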;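 further: luminescence tracks abundance of the self-degrading MDM2-luciferase fusion protein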
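Buffer or medium: Cells held in DMEM | Assay system: Stable mammalian line carrying autodegrading MDM2–luciferase fusion reporter | Quantity: 2000 cells/well | Times: 4 h settle plus 2 h compound, 37 °C | Doses: One concentration, 5 µM, with 0.2% DMSO | Technique: Luminescence with SteadyLite reagent, 15 min at room temperature | Benchmarks: Plate controls and plate blanks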
p97 ATPase inh – blocks human p97 ATPase activity; inhibition, % at 8 µM; recombinant p97 ATPase, Kinase-Glo ATP luminescence, 3 h; actives 0.42% (n = 220,000); AID 1481; in the data active means inhibition above about 15%;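 further: 0% = DMSO vehicle and 100% = wells lacking enzyme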
* hit, by the source's call; . = no result given; [ ] = another dose, or the depositor's remark.

Values run as follows: Wee1 degr inh | FXIa inh 1536 | hK5 inh | eIF4E-4G inh | FXIIa inh | 14-3-3 Bad inh | Rad51 HR inh | MDM2 E3 inh | p97 ATPase inh
> COc1ccc(OC)c(CCNC(=O)c2ccc(CS(=O)(=O)c3ccc(Br)cc3)o2)c1
    -1 | 1 | . | -1 | 7 | 1 | . | . | -2
> COc1cccc(C2c3c(oc4ccccc4c3=O)C(=O)N2CCCN(C)C)c1OC (stereo not drawn)
    5 | 13 | 1 | 5 | 21 | 1 | 5 | -2 | 1
> O=C(CCNS(=O)(=O)c1ccc2c(c1)CCC(=O)N2)NCc1cccnc1
    -1 | 2 | 4 | -3[fluorescence artefact?] | 4 | 1 | 1 | 5 | -9
> Fc1ccc(-c2cc3nc(-c4ccccc4)cc(N4CCN(CCN5CCOCC5)CC4)n3n2)cc1
    3 | 2 | -27 | 2 | 6 | 28 | -3 | -10 | -2
> O=C(Oc1ccccc1O)c1cccc2ccccc12
    -2 | -3 | -4 | -4 | 2 | 4 | 3 | 5 | 6
> CCN1CCN(C(=O)C(=O)c2c(C)[nH]c3ccccc23)CC1
    -4 | 24 | 16 | -1 | 9 | -14 | 9 | -29 | 2
> CCN1CCN(C(=O)c2cc3cc([N+](=O)[O-])ccc3oc2=O)CC1
    0 | -7 | -25 | 5 | -7 | -4 | 13 | -7 | 1
> COc1ccc(CC(C(=O)Nc2cccc(F)c2)c2nn[nH]n2)c(OC)c1 (stereo not drawn)
    3 | 2 | -9 | -11 | 21 | -2 | -1 | -11 | 4
> Nn1c(-c2ccccc2Cl)nnc1-c1ccccc1Cl
    -2 | -1 | -8 | -3 | 4 | -5 | 2 | -1 | -6
> CS(=O)(=O)N1CCC(Oc2ccccc2C(=O)NC2CCCCCC2)CC1
    -1 | 5 | 0 | 0 | 7 | -5 | 28 | -21 | 1
> O=C(CCc1ccccc1)Nc1cc(NC(=O)CCc2ccccc2)cc(C(=O)O)c1
    2 | -1 | -6 | -5 | 5 | -8 | -57 | -3 | -1
> O=C1CC(SC(=NCc2ccc3c(c2)OCO3)Nc2ccccc2)C(=O)N1 (stereo not drawn)
    1 | -2 | -26 | -3 | 3 | 1 | 5 | -4 | -3
> CCCn1c(N)c(C(=O)CSc2nnnn2-c2ccc(O)cc2)c(=O)n(C)c1=O
    3 | -8 | 2 | 2 | 2 | 4 | 1 | -18 | -1
> C=C(C)CSc1nnc(-c2ccc(C)cc2)n1N
    3 | -7 | 6 | 4[fluorescence artefact?] | 0 | -7 | 0 | -17 | -2
> O=c1c2ccccc2c(C=NCc2ccccn2)c(O)n1-c1ccccc1Cl
    6 | -7 | -5 | 0 | 1 | -3 | 21 | -9 | 5
> O=C1CC(Cc2ccc(Cl)cc2)C(=O)N1c1ccncc1 (stereo not drawn)
    1 | 9 | -9 | -4 | 17 | -6[fluorescence artefact?] | 8 | -5 | -7
> CCC(C)NC(=O)CSc1nc(-c2cccs2)cc(C(F)(F)F)n1 (stereo not drawn)
    -1 | 3 | -10 | -8 | 7 | -6 | -3 | 0 | 3
> Cc1ccc(S(=O)(=O)c2cc3cc(Br)ccc3oc2=O)cc1
    -2 | 5 | -19 | 2 | 13 | 1 | 1 | -8 | 1
> CCC(=O)N1CCc2cc(S(=O)(=O)CCC(=O)Nc3ccc(F)c(F)c3)ccc21
    -1 | 1 | -16 | -8 | 7 | -8 | -1 | -5 | -1
> CCC(c1nc2ccccc2c(=O)n1CCCn1ccnc1)N1C(=O)c2ccccc2C1=O (stereo not drawn)
    -4 | -5 | -3 | 12 | 8 | 13 | 10 | -9 | 2
> CCc1ccc(NC(=O)Nc2cccc(OC)c2)cc1
    12* | -5 | -3 | 3 | 3 | -25 | -1 | 1 | 0
> O=C(NCc1ccccc1)c1ccc(=O)[nH]n1
    -1 | -5 | 1 | -13 | 12 | -6 | 1 | -3 | 3
> CC(=O)c1c(C)nc2ccc(Cl)cn12
    3 | 2 | -1 | -7 | -5 | 8 | 3 | -8 | 0
> Cc1ccnc(NC(=O)COC(=O)C2COc3ccccc3O2)n1 (stereo not drawn)
    2 | -1 | -14 | -7[fluorescence artefact?] | 18 | 0 | -37 | -7 | 4
> CCCC(=O)N1CC2(C)CN(C(=O)CCC)CC(CCC)(C1)C2=O
    3 | -7 | 2 | -4 | -7 | 4[fluorescence artefact?] | -6 | -7 | 3
> Cc1cccc(-n2c(N)c(C(=O)N3CCN(C)CC3)sc2=S)c1
    -2 | -4 | 4 | -2[fluorescence artefact?] | -3 | 25[fluorescence artefact?] | 5 | -12 | 4
> O=C(Nc1nc(-c2ccccc2)cs1)c1cccc([N+](=O)[O-])c1
    -1 | -6 | 23 | 3 | 5 | -5 | -7 | -13 | 0
> O=C(NCC1CCCO1)/C(=C\c1ccc(Cl)cc1)NC(=O)c1ccccc1 (stereo not drawn)
    1 | -1 | 7 | -5 | 12 | -1 | -8 | -2 | -2
> Cc1ccc(Cn2c(SCCN3CCCCC3)nc3c2c(=O)[nH]c(=O)n3C)cc1
    -2 | -11 | 34 | 1 | 0 | -18 | -8 | -10 | 0
> COc1cc(/C=N/NC(N)=S)ccc1OCc1ccc(C)cc1
    -1 | -5 | -14 | 14 | 4 | -10 | 3 | 10 | 1

Entries shown so far that have two or more sulfur atoms:
Values run as follows: Wee1 degr inh | FXIa inh 1536 | hK5 inh | eIF4E-4G inh | FXIIa inh | 14-3-3 Bad inh | Rad51 HR inh | MDM2 E3 inh | p97 ATPase inh
> CCC(C)NC(=O)CSc1nc(-c2cccs2)cc(C(F)(F)F)n1 (stereo not drawn)
    -1 | 3 | -10 | -8 | 7 | -6 | -3 | 0 | 3
> Cc1cccc(-n2c(N)c(C(=O)N3CCN(C)CC3)sc2=S)c1
    -2 | -4 | 4 | -2[fluorescence artefact?] | -3 | 25[fluorescence artefact?] | 5 | -12 | 4

Returning to the listing, repeating the 7 entries before the break.
Values run as follows: Wee1 degr inh | FXIa inh 1536 | hK5 inh | eIF4E-4G inh | FXIIa inh | 14-3-3 Bad inh | Rad51 HR inh | MDM2 E3 inh | p97 ATPase inh
> Cc1ccnc(NC(=O)COC(=O)C2COc3ccccc3O2)n1 (stereo not drawn)
    2 | -1 | -14 | -7[fluorescence artefact?] | 18 | 0 | -37 | -7 | 4
> CCCC(=O)N1CC2(C)CN(C(=O)CCC)CC(CCC)(C1)C2=O
    3 | -7 | 2 | -4 | -7 | 4[fluorescence artefact?] | -6 | -7 | 3
> Cc1cccc(-n2c(N)c(C(=O)N3CCN(C)CC3)sc2=S)c1
    -2 | -4 | 4 | -2[fluorescence artefact?] | -3 | 25[fluorescence artefact?] | 5 | -12 | 4
> O=C(Nc1nc(-c2ccccc2)cs1)c1cccc([N+](=O)[O-])c1
    -1 | -6 | 23 | 3 | 5 | -5 | -7 | -13 | 0
> O=C(NCC1CCCO1)/C(=C\c1ccc(Cl)cc1)NC(=O)c1ccccc1 (stereo not drawn)
    1 | -1 | 7 | -5 | 12 | -1 | -8 | -2 | -2
> Cc1ccc(Cn2c(SCCN3CCCCC3)nc3c2c(=O)[nH]c(=O)n3C)cc1
    -2 | -11 | 34 | 1 | 0 | -18 | -8 | -10 | 0
> COc1cc(/C=N/NC(N)=S)ccc1OCc1ccc(C)cc1
    -1 | -5 | -14 | 14 | 4 | -10 | 3 | 10 | 1
> CC1=NN(c2ccccc2)C(=O)C1C(=O)C(=O)Nc1ccc(F)cc1 (stereo not drawn)
    0 | -3 | -10 | -3 | 4 | -12 | 12 | -22 | 1
> COc1ccc(Cl)cc1-c1nc(SCC(=O)N(C)CCC#N)n[nH]1
    -2 | 0 | -6 | -1 | 1 | -5 | -4 | -23 | 8
> Cc1cccc(Nc2nn3c(=O)c4ccccc4nc3s2)c1
    3 | 2 | -16 | -12 | 11 | 3 | -1 | -6 | -5
> Nc1nc2ccccc2cc1S(=O)(=O)c1ccccc1
    -2 | 3 | 5 | 1 | 9 | 6 | -6 | -4 | -4
> COc1cc(OC)cc(C(=O)Nc2cc(-c3cn4cccnc4n3)ccc2C)c1
    -1 | -8 | -7 | 5 | -2 | 8 | -32 | 0 | 3
> Cc1ccccc1CNC(=O)CN(c1cccc([N+](=O)[O-])c1)S(C)(=O)=O
    0 | -2 | 0 | 7 | 8 | -3 | 0 | 2 | 5
> CCN(CC)CC(=O)NCC1(c2ccccc2)CCCC1
    -2 | -5 | -3 | -2 | 2 | -10 | 0 | -8 | 1
> CCOC(=O)N1CCc2c(sc(NC(=O)CN3CCN(C)CC3)c2C(=O)Nc2ccccc2)C1
    2 | 10 | -17 | -3 | -1 | 2 | -5 | -4 | -2
> Cc1ccn(CC(=O)O)c(=O)c1
    1 | 28 | -2 | 6[fluorescence artefact?] | 58* | 0 | 3 | -17 | 4
> CSc1nnc2c(n1)OC(c1cn(C)c3ccccc13)N(C(C)=O)c1ccccc1-2 (stereo not drawn)
    -3 | -5 | -32 | 3 | -6 | -7[fluorescence artefact?] | -5 | -15 | 5
> Cc1cc(OCCCC(=O)NCCN2C(=O)S/C(=C\c3cccnc3)C2=O)ccc1Cl
    1 | 8 | -30 | 5 | 17 | -4 | -7 | 0 | 1
> C/C(=C\c1ccccc1)C(=O)c1c(C)cc(C)[nH]c1=O
    -2 | -9 | -5 | 3 | 3 | 1 | 1 | -3 | 6
> COC(=O)c1c(C)[nH]c(C(=O)/C=C/c2ccc(Cl)cc2)c1C
    1 | 3 | -2 | -1 | 14 | -3 | 0 | 1 | 1
> CCCC(=O)Nc1ccc(Cl)c(NC(=S)NC(=O)c2cc3ccccc3o2)c1
    5 | 8 | -19 | 5 | 8 | -1 | . | . | -4
> COc1cc(CCC(=O)NNC(=O)c2ccc(C)cc2)cc(OC)c1OC
    8 | -1 | 4 | -4 | 6 | -8 | -6 | -11 | -2
> Cc1ccc(-n2c(-c3cnccn3)n[nH]c2=S)cc1
    -3 | -2 | 3 | -1 | 9 | -7 | 4 | -6 | 0
> CCCCCNC(=O)C1CCC(Cn2c(=S)[nH]c3ccccc3c2=O)CC1 (stereo not drawn)
    5 | -7 | -15 | 2 | -3 | -9 | 34 | -13 | 0
> COc1cc([N+](=O)[O-])cc(/C=N/NC(=O)C(C)Nc2ccccc2C)c1O (stereo not drawn)
    -2 | 2 | -53 | 1[fluorescence artefact?] | 10 | -8 | 18 | -7 | 4

Some of these compounds in order of the MDM2 E3 inh value, low to high.
Structure	MDM2 E3 inh
COc1ccc(Cl)cc1-c1nc(SCC(=O)N(C)CCC#N)n[nH]1	-23
Cc1ccn(CC(=O)O)c(=O)c1	-17
COc1cc([N+](=O)[O-])cc(/C=N/NC(=O)C(C)Nc2ccccc2C)c1O (stereo not drawn)	-7

Screening results from PubChem.

No enrichment for hits; any-hit rate near 3.5%.
